Source: PubChem BioAssay
CASP6 VEID inh: inhibitors of human caspase-6. P55212. purified caspase-6, Z-VEID-R110 cleavage fluorescence. inhibition, % at 12.5 µM. actives 0.53% (n = 350,000). AID 686996;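 active = mean inhibition across replicates at least about 35%, with every replicate also reaching that limit, limit read from the data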;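 also: 0% = median of neutral control wells and 100% = no fluorescence left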
E-selectin induc: E-selectin induction on HUVECs | P16581 | HUVEC E-selectin immunofluorescence imaging; normalized: neutral wells 0, TNF-alpha wells 100 | activation, % at 7.58 µM | actives 0.37% (n = 260,000) | AID 686992;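 active = mean E-selectin-positive cell signal at least 10% of the positive control, reached in at least 60% of replicates, without over 20% cell loss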;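 also: in these data hits start at about 27%; measured in HUVEC primary endothelial cells; signal is the percent of cells scored E-selectin positive by PE staining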
Target sequence (P16581 whole entry, looked up): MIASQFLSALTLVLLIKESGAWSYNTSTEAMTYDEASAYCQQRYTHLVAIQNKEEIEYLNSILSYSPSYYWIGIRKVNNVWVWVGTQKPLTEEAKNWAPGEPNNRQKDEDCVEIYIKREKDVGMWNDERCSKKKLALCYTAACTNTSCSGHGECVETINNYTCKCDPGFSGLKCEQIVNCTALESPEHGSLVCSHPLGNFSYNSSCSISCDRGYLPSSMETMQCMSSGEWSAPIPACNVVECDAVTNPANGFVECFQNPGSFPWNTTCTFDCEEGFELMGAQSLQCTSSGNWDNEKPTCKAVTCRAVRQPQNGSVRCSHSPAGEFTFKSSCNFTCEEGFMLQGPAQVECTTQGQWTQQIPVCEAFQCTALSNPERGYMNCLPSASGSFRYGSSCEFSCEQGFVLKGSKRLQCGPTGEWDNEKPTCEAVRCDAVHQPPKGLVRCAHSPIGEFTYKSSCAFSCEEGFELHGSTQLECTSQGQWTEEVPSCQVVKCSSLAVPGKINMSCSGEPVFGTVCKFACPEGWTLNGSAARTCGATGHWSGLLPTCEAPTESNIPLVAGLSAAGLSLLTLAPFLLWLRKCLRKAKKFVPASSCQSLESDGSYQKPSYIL
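System: HUVEC / Compound: single concentration / Signal: immunofluorescence imaging / Read-out: percent E-selectin-positive cells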
PglD inh: blocks C. jejuni PglD acetyltransferase activity; purified PglD enzyme, DTNB colorimetric CoA detection; inhibition, % at 12.5 µM; actives 0.098% (n = 360,000); AID 602405; in the data active = inhibition above about 16%, passing the limit was not always enough; also: strong numbers were not always called active
esBAF inh: inhibitors of esBAF chromatin remodeling in mouse ES cells; Bmi1-luciferase knock-in reporter, 24 h; 100% = twice the neutral-well signal; reporter increase, % at 12.5 µM; actives 2% (n = 350,000); AID 602393; in the data active = activation above about 40%;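 also: 0% = median of the plate's neutral control wells and 100% = double that signal; a rise in the Bmi1 reporter signal indicates esBAF inhibition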
ERp5 inh: blocks human ERp5 reductase activity on insulin | inhibition, % at 9.99 µM | ERp5 insulin aggregation, absorbance 650 nm, 90 min | Q15084 | actives 0.05% (n = 350,000);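 active = mean replicate inhibition above about 25%, with every replicate also reaching it, limit read from the data, passing the limit was not always enough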
Target sequence (Q15084 whole entry, looked up): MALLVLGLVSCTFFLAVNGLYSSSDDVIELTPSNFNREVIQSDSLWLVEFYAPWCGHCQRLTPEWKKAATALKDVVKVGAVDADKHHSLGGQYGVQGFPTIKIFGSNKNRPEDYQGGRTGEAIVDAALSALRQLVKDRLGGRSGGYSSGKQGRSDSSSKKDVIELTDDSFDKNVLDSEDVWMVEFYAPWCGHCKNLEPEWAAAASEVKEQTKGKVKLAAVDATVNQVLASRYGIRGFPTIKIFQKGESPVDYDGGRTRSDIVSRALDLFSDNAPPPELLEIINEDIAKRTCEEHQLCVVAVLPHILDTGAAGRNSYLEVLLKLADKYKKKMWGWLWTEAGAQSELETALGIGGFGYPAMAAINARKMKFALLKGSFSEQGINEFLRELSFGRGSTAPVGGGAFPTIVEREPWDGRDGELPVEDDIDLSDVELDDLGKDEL
RAD52 inh: RAD52 (human) annealing inhibition | recombinant RAD52 DNA annealing, FRET fluorescence | inhibition, % at 18.7 µM | P43351 | AID 651710 | actives 0.46% (n = 360,000);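 active = every replicate showing at least 50% inhibition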
ARNT TACC3 PPI: ARNT/TACC3 interaction disruption | actives 0.66% (n = 390,000) | AlphaScreen His-ARNT PAS-B/GST-TACC3 binding, luminescence; TACC3 fragment carries E629A point mutation | inhibition, % at 9.99 µM | Q9Y6A5;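 active = mean inhibition of replicates at least 50% and at least half of replicates each reaching 50%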;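 also: 0% = complete ARNT plus TACC3 wells and 100% = ARNT alone without TACC3; many hits fall short of the cut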
RAD54 inh: blocks human RAD54 Holliday junction branch migration | Q92698 | FAM/BHQ fluorescence | inhibition, % at 10.4 µM | actives 0.14% (n = 360,000) | AID 602329;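 active = mean normalized replicate activity at least 40 and at least half of replicates scoring 40 or more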;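 also: 0% = median of neutral control wells and 100% = median of positive control wells; inhibitors cause a drop in the FAM fluorescence signal; in these data hits start at about 50%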
An asterisk follows results filed as active; . = no result given.

SMILES	CASP6 VEID inh	E-selectin induc	PglD inh	esBAF inh	ERp5 inh	RAD52 inh	ARNT TACC3 PPI	RAD54 inh
Cc1cc(OC(=O)c2cccc(Br)c2)c([N+](=O)[O-])c(=O)[nH]1	0	0.3	-2	6	-2	-5	-2	-4
CC(C)c1nnc(NC(=O)CSc2ccccc2)s1	.	.	-1	1	.	.	-1	-5
Cc1ccc(Sc2ncccc2C(=O)O)cc1	.	0.2	-1	.	.	.	-28	-14
CCCCCC1CCC(c2n[nH]c(=S)n2C)CC1 (stereo unspecified)	2	0.1	.	.	4	-5	-7	.
O=C(Nc1ccc(Cl)cc1)N(CCCN1CCOCC1)Cc1cccs1	1	0.0	-3	8	4	5	-8	-7
CO[C@H]1CN(C)C(=O)c2cc(NC(C)=O)ccc2OC[C@H](C)N(C(=O)CN2CCOCC2)C[C@@H]1C	0	-0.1	3	1	8	3	-6	6
COc1ccc(C(C(=O)NC(C)(C)C)N(C[C@H]2CC[C@@H]([C@@H]3CC[C@H](CO)O3)O2)C(=O)c2ccccc2)cc1 (stereo partly specified)	-3	0.0	-7	-3	-2	-9	2	4
CCCCC(=O)Nc1ccc2c(c1)nc1n2CCOC1	.	.	0	22	.	.	-2	-1
COc1ccc(C#Cc2ccc3c(c2)O[C@H](CN(C)C(=O)NC2CCCCC2)[C@@H](C)CN([C@@H](C)CO)S3(=O)=O)cc1	2	-0.2	5	7	4	-46	-8	-1
S=C(Nc1ccc(Cl)cc1)NC1CCCCC1	2	-0.3	-4	33	2	-6	4	-9
CC(C)(C)N(Cc1ccccc1)C(=O)COC(=O)Cn1cnc2ccccc2c1=O	0	-0.2	.	.	0	-8	-3	.
Cc1noc(C)c1S(=O)(=O)Nc1ccc2c(c1)C(=O)N([C@@H](C)CO)C[C@H](C)[C@@H](CN(C)S(=O)(=O)c1ccccc1)OCCCC[C@H](C)O2	1	1.4	1	-2	0	-48	-3	0
O=C(O)c1cccc(S(=O)(=O)Nc2ccccc2Oc2ccccc2)c1	-2	0.2	-3	-3	1	-8	.	-12
O=C(C[C@H]1CC[C@@H]2[C@H](COC[C@H](O)CN2C(=O)Nc2ccc(Cl)cc2)O1)NCCc1ccncc1	3	-0.1	4	38	6	-2	-2	4
Cc1cc(C)n2nc(C(=O)OCC(=O)c3cc(C)n(CC4CCCO4)c3C)nc2n1 (stereo unspecified)	14	-0.1	.	.	4	-5	-16	.
COc1cccc(CNCCSc2nnnn2C)c1OC	-47	.	5	-3	-6	103*	.	-11
CCOC(=O)c1cnn(-c2ccccc2)c1-n1cccc1	.	.	0	-4	.	.	-3	-2
CNC(=O)C[C@H]1CC[C@H]2[C@@H](COc3ccc(NC(=O)NC4CCCC4)cc3C(=O)N2C)O1	-5	0.0	-4	3	3	7	-2	14
COc1ccc(N(CC(=O)Nc2ccc(S(=O)(=O)N3CCOCC3)cc2)S(=O)(=O)c2ccccc2)cc1	.	.	2	0	.	.	7	7
CCOc1ccccc1NC(=O)CSc1nc2[nH]ncc2c(=O)[nH]1	1	.	.	.	-6	-8	0	.
Cc1ccc(-n2c(SCC(=O)N3CCC(C(=O)O)CC3)nc3ccccc3c2=O)cc1C	1	.	2	42*	3	7	-12	5
CC(Oc1ccc(F)cc1)C(=O)Nc1cc(S(=O)(=O)N2CCOCC2)ccc1N1CCCC1 (stereo unspecified)	1	-0.2	2	-4	17	-16	-6	-4
C/C(=N\Nc1ccc(Cl)cc1)c1ccncc1	-1	.	-5	8	8	1	10	5
O=C(COC(=O)Cc1ccsc1)Nc1ccc(F)cc1Cl	1	.	.	-2	8	-3	.	.
COc1ccc(S(=O)(=O)Nc2ccc3c(c2)CC(=O)N([C@H](C)CO)C[C@H](C)[C@H](CN(C)C(=O)NC2CCCCC2)O3)cc1	0	76*	-1	-5	-7	-7	1	2
Cc1ccc(NC(=O)CSc2nc(=O)n(CCN(C)C)c3c2CCCC3)c(C)c1	-3	4.3	-4	-4	1	-8	3	-7
O=C(Nc1ccn(CCCNCc2ccccn2)c(=O)n1)OCc1ccccc1	-2	-0.6	-2	1	11	-22	.	5
CCCNC(=O)N1[C@H](CN(C)C(C)=O)[C@@H](c2ccc(C3=CCCC3)cc2)[C@@H]1CO	3	0.2	3	0	0	-13	3	7
COc1ccccc1N1CCN(CCCNC(=O)C2CCCN(c3ncnc4c3nc3n4CCCCC3)C2)CC1 (stereo unspecified)	-33	.	9	-5	5	-2	9	-11
Cn1cnc(S(=O)(=O)N2C[C@H](O)COC[C@H]3O[C@H](CC(=O)NC4CCC4)CC[C@@H]32)c1	.	-0.1	6	-7	.	.	0	-11
Cc1c(NC2=CC(=O)CC(C)(C)C2)c(=O)n(-c2ccccc2)n1C	-4	-0.4	0	3	0	2	-4	-5
COc1ccc(S(=O)(=O)N2CCCCN3[C@H](CO)[C@H](c4ccc(C5=CCCCC5)cc4)[C@H]3C2)cc1	0	.	2	.	3	60*	5	-6
CN(C(=O)c1ccc(NC(=O)Cc2cccc(NC(=O)C3CCCN(C(=O)C4CCC4)C3)c2)cc1)C1CC1 (stereo unspecified)	0	3.2	-4	4	-4	-10	1	-2
COc1ccc(CCNC(=O)c2cnn3ccccc23)c(OC)c1OC	-1	0.1	0	7	5	-57	-3	-9
CCOc1ccccc1C(=O)NCC(=O)O	2	.	1	-6	-2	-9	7	11
c1ccc(-c2cc(-c3nnc4n3N=C(c3ccc5ccccc5c3)CS4)[nH]n2)cc1	.	.	5	6	.	.	-16	14
Cc1ccc(S(=O)(=O)N2CCN(c3ncnc4c3cnn4-c3ccccc3)CC2)cc1	.	.	7	-5	.	.	2	10
CC(C)(C)c1ccc(C(=O)NCC(=O)N/N=C/c2cccs2)cc1	-8	.	-3	3	-8	-10	1	0
COc1ccc2nc(/N=C/c3c(C)[nH]n(-c4ccc(C)cc4)c3=O)sc2c1	0	.	3	.	-8	-6	55*	-1
Cc1ccc(NC(=S)N2CCN(Cc3ccccc3)CC2)cc1	1	.	.	.	4	-15	6	.
CCOC(=O)N1CCN(C(=O)CSc2ccc(-c3ccc(OC)c(OC)c3)nn2)CC1	4	1.4	2	-10	1	2	-2	3
O=C(CN(C(=O)CCC(=O)Nc1nccs1)c1cccc(C(F)(F)F)c1)NCC1CCCO1 (stereo unspecified)	1	0.3	3	-3	1	3	0	-19
O=C(CSCc1ccc(Cl)cc1)N1CCOCC1	-3	0.1	.	-3	10	-13	.	.
CCn1c(CNc2ccccc2Cl)nnc1SCCN1CCCCC1	.	.	3	-10	.	.	4	3
COc1ccc(CCNC(=O)CCNC(=O)c2ccc([N+](=O)[O-])cc2)cc1	0	.	2	-3	-1	-10	1	0
OC1(CNCc2cn[nH]c2-c2cc3ccccc3o2)CCCCC1	1	2.7	6	9	-3	-18	-2	0
NS(=O)(=O)c1ccc(CCNC(=O)c2coc3ccccc3c2=O)cc1	5	.	1	-5	-3	5	-3	-13
O=C1CNC(=O)/C(=C/c2cccs2)N1	0	.	.	.	-3	-22	-3	.
O=c1c2cc([N+](=O)[O-])ccc2nc(CN2CCN(c3ccccn3)CC2)n1-c1ccccc1F	0	20	-2	.	5	-15	0	-1
CCCN1C[C@@H](C)[C@H](OC)CN(C)C(=O)c2cc(NC(=O)C3CCC3)ccc2OC[C@@H]1C	.	-0.2	1	1	.	.	-5	5

Further entries follow.
SMILES	CASP6 VEID inh	E-selectin induc	PglD inh	esBAF inh	ERp5 inh	RAD52 inh	ARNT TACC3 PPI	RAD54 inh
COc1cc(/C=N/NC(=O)c2cccc([N+](=O)[O-])c2)ccc1O	3	4.6	.	.	1	-6	17	.
COc1ccc(S(=O)(=O)N(C)C[C@H]2Oc3ccc(NS(=O)(=O)c4cn(C)cn4)cc3CC(=O)N([C@H](C)CO)C[C@@H]2C)cc1	0	-0.5	0	2	19	-8	.	2
O=c1[nH]c(/C=C/c2ccccc2Cl)c([N+](=O)[O-])c(=O)[nH]1	11	.	-5	-12	4	-13	-1	-7
O=C(NCc1ccccc1)C(=O)NCC1COc2ccccc2O1 (stereo unspecified)	.	.	-3	-12	.	.	15	4
C[C@@H]1CN([C@H](C)CO)C(=O)c2cc(NS(=O)(=O)c3ccc(F)cc3)ccc2O[C@@H](C)CCCCO[C@@H]1CN(C)C(=O)c1ccccc1	-2	-0.2	1	-4	-1	5	2	-15
COc1ccccc1Nc1nc(N)nc(CN2CCN(Cc3ccccc3)CC2)n1	.	.	0	-5	.	.	19	-4
CCn1cc(C(=O)N(CCC(C)C)c2c(N)n(Cc3ccccc3)c(=O)[nH]c2=O)c(=O)c2ccc(C)nc21	2	2.2	1	.	2	-22	1	0
C=CCOc1ccccc1CN1CCCN(C)CC1	-16	.	-6	-2	5	7	-1	8
CC(C)(C)[S@@](=O)N1Cc2cc(C(=O)N3CCCCC3)nc(-c3cccc(-c4cccc(C#N)c4)c3)c2[C@H]1CCO	-1	-0.1	-3	4	-1	-17	-8	12
CS(=O)(=O)N1[C@H](C#N)[C@H](c2ccc(C#Cc3cccc(F)c3)cc2)[C@H]1CO	1	0.2	-2	-29	-8	-123	.	6
COc1ccc(N2CC(C(=O)N/N=C/c3cccs3)CC2=O)cc1 (stereo unspecified)	5	.	.	.	7	-1	-11	.

As a short view, 17 of the compounds above.
SMILES	CASP6 VEID inh	E-selectin induc	PglD inh	esBAF inh	ERp5 inh	RAD52 inh	ARNT TACC3 PPI	RAD54 inh
Cc1cc(OC(=O)c2cccc(Br)c2)c([N+](=O)[O-])c(=O)[nH]1	0	0.3	-2	6	-2	-5	-2	-4
CC(C)c1nnc(NC(=O)CSc2ccccc2)s1	.	.	-1	1	.	.	-1	-5
Cc1ccc(Sc2ncccc2C(=O)O)cc1	.	0.2	-1	.	.	.	-28	-14
CCCCCC1CCC(c2n[nH]c(=S)n2C)CC1 (stereo unspecified)	2	0.1	.	.	4	-5	-7	.
O=C(Nc1ccc(Cl)cc1)N(CCCN1CCOCC1)Cc1cccs1	1	0.0	-3	8	4	5	-8	-7
CO[C@H]1CN(C)C(=O)c2cc(NC(C)=O)ccc2OC[C@H](C)N(C(=O)CN2CCOCC2)C[C@@H]1C	0	-0.1	3	1	8	3	-6	6
COc1ccc(C(C(=O)NC(C)(C)C)N(C[C@H]2CC[C@@H]([C@@H]3CC[C@H](CO)O3)O2)C(=O)c2ccccc2)cc1 (stereo partly specified)	-3	0.0	-7	-3	-2	-9	2	4
CCCCC(=O)Nc1ccc2c(c1)nc1n2CCOC1	.	.	0	22	.	.	-2	-1
COc1ccc(C#Cc2ccc3c(c2)O[C@H](CN(C)C(=O)NC2CCCCC2)[C@@H](C)CN([C@@H](C)CO)S3(=O)=O)cc1	2	-0.2	5	7	4	-46	-8	-1
S=C(Nc1ccc(Cl)cc1)NC1CCCCC1	2	-0.3	-4	33	2	-6	4	-9
CC(C)(C)N(Cc1ccccc1)C(=O)COC(=O)Cn1cnc2ccccc2c1=O	0	-0.2	.	.	0	-8	-3	.
Cc1noc(C)c1S(=O)(=O)Nc1ccc2c(c1)C(=O)N([C@@H](C)CO)C[C@H](C)[C@@H](CN(C)S(=O)(=O)c1ccccc1)OCCCC[C@H](C)O2	1	1.4	1	-2	0	-48	-3	0
O=C(O)c1cccc(S(=O)(=O)Nc2ccccc2Oc2ccccc2)c1	-2	0.2	-3	-3	1	-8	.	-12
O=C(C[C@H]1CC[C@@H]2[C@H](COC[C@H](O)CN2C(=O)Nc2ccc(Cl)cc2)O1)NCCc1ccncc1	3	-0.1	4	38	6	-2	-2	4
Cc1cc(C)n2nc(C(=O)OCC(=O)c3cc(C)n(CC4CCCO4)c3C)nc2n1 (stereo unspecified)	14	-0.1	.	.	4	-5	-16	.
COc1cccc(CNCCSc2nnnn2C)c1OC	-47	.	5	-3	-6	103*	.	-11
CCOC(=O)c1cnn(-c2ccccc2)c1-n1cccc1	.	.	0	-4	.	.	-3	-2
